Source: PubChem
Eya2 inh – Eya2 (human) phosphatase inhibition; AID 488837; actives 0.006% (n = 330,000); Potency, µM (titrated, usually from 76.9 µM), inactives show top-dose activity, negative = inhibition, usual class: inhibitors; recombinant Eya2, OMFP fluorescence dephosphorylation (OMFP is methylfluorescein phosphate); also: potency is read from the fitted curve at half-maximal effect; % is scaled to controls: 0 for no effect and ±100 for the full control effect
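Eya2 protein (added as 0.2 uM solution) was preincubated with compound for 10 min at ambient temperature in 50 mM HEPES pH 7.5, 50 mM NaCl, 5 uM MgCl2, 0.05% BSA, 1 mM DTT. OMFP (added at 50 uM) then reacted 10 min; fluorescence read at 485/525 nm.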
ELG1 DNA repair – blocks ELG1-dependent DNA repair in HEK293T cells. HEK293T ELG1-luciferase reporter, luminescence, 16 h; DNA damage induced by 5-fluorouridine. Potency, µM (titrated, usually from 46.1 µM), inactives show at the top dose activity change, negative = inhibition, usual class: inhibitors. actives 2.3% (n = 330,000). AID 504467; also: potency is read from the fitted curve at half-maximal effect; % is scaled to controls: 0 for no effect and ±100 for the full control effect; nearly all actives have a fitted effect of over 55% in size
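5-Fluorouridine DNA damage + compound/DMSO, 2,000 cells/well, 16 h, 37 °C/5% CO2. ONE-Glo, 30 min RT, luminescence. Readout = decrease in reporter signal.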
Integrin act MD – integrin-mediated muscular dystrophy alleviation activation; alpha7betagal myoblasts, beta-gal FDG fluorescence, 48 h; Potency, µM (top dose mostly 38.3 µM), for the others: at the highest dose activation, usual class: activators; actives 0.064% (n = 350,000); AID 624291;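 also: potency is read from the fitted curve at half-maximal effect; 100% = response of the positive control SU9516; nearly all actives have a fitted effect of over 60% in size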
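Alpha7betagal+/- myoblasts (passage 13) were plated 16-24 hr, then exposed to compounds (1:260 dilution of DMSO stock) for 48 hours at 37C. After MPER lysis, β-galactosidase reporter activity was read as FDG fluorescence (ex 480/em 540) after 30 minutes.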
A-T KAP1 phos – potential ataxia-telangiectasia treatments restoring KAP-1 phosphorylation; […] A-T fibroblasts, KAP-1 phosphorylation AlphaLISA; neocarzinostatin DNA damage 30 min before lysis; Potency, µM (highest dose often 57.5 µM), without a hit: at the highest dose activation, actives largely listed as activators; actives 0.19% (n = 320,000); also: potency is read from the fitted curve at half-maximal effect; % of control where 0% means no effect; nearly all actives have a fitted effect of over 45% in size
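hTERT-immortalized A-T patient fibroblasts ([…]), 500 cells/well in OPTI-MEM, 1% FBS, got compounds for 60 min, then NCS for 30 min at 37C. Lysates were then assayed for phospho-KAP-1 by AlphaLISA (anti-pKAP1 donor, anti-KAP1 acceptor beads), 6 hr at 25C.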
Tb PFK inh – blocks T. brucei phosphofructokinase; actives 0.17% (n = 330,000); Potency, µM (series often up to 57.5 µM), inactives show at the highest dose activity, negative = inhibition, hits mostly inhibitors; O15648; T. brucei PFK, ADP-Glo luminescence;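 also: potency is read from the fitted curve at half-maximal effect; 0% = uninhibited 1x PFK enzyme wells and -100% = no-enzyme wells; nearly all actives have a fitted effect of over 60% in size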
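PFK 1.25 nM, F6P 0.5 mM, ATP 0.1 mM, 0.1 M TEA pH 8.0, 5 mM MgCl2, 0.01% Tween20, 0.1% BSA; 45 min RT. ADP-Glo readout. qHTS titration up to 57 uM; curves fitted, compounds curve-classed.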
ASM inhibitor – inhibitors of human secretory acid sphingomyelinase; P17405; placental ASM, HMU-PC fluorogenic substrate, 60 min; Potency, µM (doses to about 57.5 µM), for inactives: at the highest dose activity change, negative = inhibition, most hits filed as inhibitors; actives 0.006% (n = 340,000); AID 504937; also: potency is read from the fitted curve at half-maximal effect
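Fluorogenic HMU-PC substrate (9 uM final) is turned over by placental ASM in 60 min at 37 C after a 10 min compound preincubation. Reaction ended by alkaline stop (pH 10), with fluorescence read at 386/447 nm.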
PTAP TSG101 blk – blocks PTAP/TSG101 interaction to inhibit HIV-1 budding; Fluorescence polarization, FITC-PTAP peptide / Tsg101 binding; Q99816; Potency, µM (titrated, usually from 115 µM), for the others: at the highest dose activity change, negative = inhibition, actives largely listed as inhibitors; 340,000 tested, under 10 active; active = well fitted inhibition curve with a large enough effect in the main read-out, with a control signal flat, not every such curve was filed as active; inconclusive = small, poorly fitted or top-dose-only effect, or effect the other way, or a change in a side signal; inactive = no such curve, though single readings can be large or run the other way; also: potency is read from the fitted curve at half-maximal effect; % of control where 0% means no effect
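Fluorescence anisotropy tracks displacement of a FITC-tagged PTAP peptide (50 nM) from the Tsg101 binding domain (10 uM), following a 20 min room-temperature incubation at pH 7.5.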
TCR act – activates T cell receptor signaling; 330,000 tested, under 10 active; AID 504894; Potency, µM (titrated, usually from 9.22 µM), for the others: at the top dose activation of IL-2 secretion, most hits filed as activators; primary human leukocytes, anti-CD3, IL-2 HTRF, 48 h; also: % of control where 0% means no effect
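1) Mix primary human leukocytes, a-CD3 beads and compound. 2) Incubate 48 hr. 3) Add HTRF IL-2 reagents (a-IL-2-K, a-IL-2-d2).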
Chronic BCR inh – chronic active BCR signaling inhibition | ABC-DLBCL IkBa-CBG/CBR reporter, luminescence ratio, 4 h | Potency, µM (series often up to 46.1 µM), for inactives: top-dose ratio change, negative = lower green/red ratio, usual class: inhibitors | actives 0.05% (n = 340,000); active = well fitted inhibition curve with a large enough effect in the signal ratio, with a control signal flat, not every such curve was filed as active; inconclusive = small, poorly fitted or top-dose-only effect, or effect the other way, or a change in a side signal; the % refers to the signal ratio;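 also: potency is read from the fitted curve at half-maximal effect; plate controls were basal doxycycline-induced cells for no effect and cells given 10 µM MG132 for full effect; MG132 reads +100%, hits lower the ratio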
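Compounds up to 46 uM were incubated four hours with TMD8 cells whose green CBG68 luciferase is fused to IkappaBalpha; red CBR luminescence normalised the signal, and concentration-effect curves were fitted to fusion, red and ratio data.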
TSHR antag – blocks TSH signaling through the human TSH receptor; TSHR-expressing cells, TSH-stimulated cAMP HTRF, 2 h; active compounds read low; activity change, negative = inhibition, % at 11.5 µM; actives 0.2% (n = 330,000); AID 504810;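 active = activity change below a set negative limit, meaning inhibition stronger than a set level, cut at about -70% in these data; inconclusive = activity change between two set negative limits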; also: % is scaled to controls: 0 for no effect and ±100 for the full control effect
Target sequence (P16473 whole entry, looked up): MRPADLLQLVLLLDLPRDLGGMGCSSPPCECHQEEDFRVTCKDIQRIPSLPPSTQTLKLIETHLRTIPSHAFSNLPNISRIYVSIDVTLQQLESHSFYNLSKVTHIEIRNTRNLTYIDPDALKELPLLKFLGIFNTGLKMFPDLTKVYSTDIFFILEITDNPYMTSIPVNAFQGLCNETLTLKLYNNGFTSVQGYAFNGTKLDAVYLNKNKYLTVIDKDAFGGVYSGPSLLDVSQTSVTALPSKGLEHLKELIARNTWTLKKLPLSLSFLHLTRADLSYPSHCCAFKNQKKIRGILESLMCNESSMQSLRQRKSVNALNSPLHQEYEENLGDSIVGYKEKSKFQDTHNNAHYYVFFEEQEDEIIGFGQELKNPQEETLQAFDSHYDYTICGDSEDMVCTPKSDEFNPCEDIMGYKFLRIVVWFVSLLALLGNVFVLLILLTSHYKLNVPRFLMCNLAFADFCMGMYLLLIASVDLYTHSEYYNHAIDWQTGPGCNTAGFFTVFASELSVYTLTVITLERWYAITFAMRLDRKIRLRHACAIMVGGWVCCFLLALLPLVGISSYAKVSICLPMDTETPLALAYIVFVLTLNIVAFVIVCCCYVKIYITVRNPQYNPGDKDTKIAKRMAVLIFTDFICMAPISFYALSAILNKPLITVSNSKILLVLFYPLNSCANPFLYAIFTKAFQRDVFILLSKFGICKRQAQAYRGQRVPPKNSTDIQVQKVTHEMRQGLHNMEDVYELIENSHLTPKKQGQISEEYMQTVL
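Cell-based HTRF cAMP assay; TSHR cells + compound, TSH EC80 (4nM final), 2 h, 37 deg C. Lysis with anti-cAMP cryptate and cAMP-d2, 30 min RT, read 665/620 nm.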
Mito fusion act – inhibitors of mitochondrial division or activators of mitochondrial fusion; S. cerevisiae fusion-defective mutant growth rescue, CellTiterGlo 48 h; AID 485298; actives 0.23% (n = 320,000); Potency, µM (titrated, usually from 46.1 µM), without a hit: top-dose growth rescue (activation), usual class: activators;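 also: potency is read from the fitted curve at half-maximal effect; % of control where 0% means no effect; nearly all actives have a fitted effect of over 45% in size; temperature-sensitive fusion mutants such as fzo1-1 at 37 °C on non-fermentable ethanol glycerol medium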
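Luminescent cell viability in 1536-well qHTS format served as the measure of rescued growth in ts fusion-mutant S. cerevisiae cultured on non-fermentable YPEG for 48 hours at 37C.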
Active calls of the source: *; u = inconclusive; x = not tested or not shown; [ ] = remark or other dose. Unless noted, calls follow the shape of the dose curve; as a rule, active = well fitted curve in the direction sought with a large enough effect; inconclusive = small, poorly fitted or top-dose-only effect, or another doubt; inactive = no such curve, though single readings can be large; an effect the other way counts as inactive or inconclusive.

Order of values – Eya2 inh, ELG1 DNA repair, Integrin act MD, A-T KAP1 phos, Tb PFK inh, ASM inhibitor, PTAP TSG101 blk, TCR act, Chronic BCR inh, TSHR antag, Mito fusion act
> CC1=CC(=O)OC2CC3OC4C[C@@H](C)C5OC6CC7O[C@]8(C)C/C=C\C9OC%10CC%11OC(CC(C)C%12OCCO%12)CC(O)[C@]%11(C)OC%10CC9OC8C[C@]7(C)O[C@]6(C)CCC5OC4C[C@]3(C)OC12 (some centres not stated)
 : 0%, 9%, 5%, -4%, -4%, 3%, 0%, 8%, 0%, 0, x
> OCCN(CC#CC(O)(c1ccccc1)C1CCCC1)CCO (configuration not stated)
 : 14%, -1%, 10%, 2%, -1%, 1%, -1%, -16%, 1%, -1, 0%
> CCOS(C)(=O)=O
 : 11%, 12%, x, 1%, -2%, 4%, 2%, 10%, 4%, -3, -7%
> C=CCc1cc(OC)c2c(c1)OCO2
 : 5%, 16%, 5%, -1%, 4%, -3%, -4%, -7%, 13%, 6, 2%
> O=[N+]([O-])c1ccc(-c2ccc(C=Nc3cccc4ccccc34)o2)cc1
 : 1%, u, 26%, -12%, -7%, -4%, -6%, 2%[46.1 µM], -1%, -16, 0%
> O=C(N/N=C/c1cccnc1)c1ccc(NC(=O)C(c2ccccc2)c2ccccc2)cc1
 : -12%, u, -40%, -2%, 0%, x, -4%, -1%[46.1 µM], -4%, -6, -1%
> COc1ccc(C(=O)C2CCCN(Cc3ccsc3)C2)cc1OC (configuration not stated)
 : -6%, 8%, 0%, 6%, 7%, 1%, 1%, -1%, 10%, 8, 3%
> CC(=O)OC1N=C(c2ccccc2)c2ccccc2NC1=O (configuration not stated)
 : -5%, 2%, -1%, 2%, 0%, 3%, -4%, -5%, 3%, -21, 2%
> NCCc1ccc(OCc2ccccc2)c(OCc2ccccc2)c1
 : -5%, -19%, -57%[inhibitor], 10%, -3%, -5%, -3%, -3%, -15%, 12, -10%
> COC(=O)C1C2c3ccccc3OC1(C)N=c1s/c(=C/c3cnn(C)c3)c(=O)n12 (configuration not stated)
 : 1%, -1%, 23%, -1%, -8%, -6%, -2%, 1%, 5%, 2, 13µM*
> COC(=O)C1=C(c2ccc(OCc3ccccc3)cc2)C[C@@H]2CC[C@H]1N2C(=O)NCc1cccc(OC)c1
 : -17%, u, -3%, 8%, -3%, -10%, -2%, 2%, u, -40, u
> CCCCn1c(O)c(C(CC)=NCCCN(C)C)c(=O)[nH]c1=O
 : -9%, 6%, 3%, 0%, -7%, -5%, -4%, 6%, 7%, 22, -3%
> O=C1NC(=O)N(CC2CCCO2)C(=O)/C1=C/c1cccs1 (configuration not stated)
 : -5%, u, -4%, 27%, 15%, 2%, 0%, 1%, u, 10, -3%
> CCC(C)C12CN3CCN(CC(C)(C3)C1O)C2 (configuration not stated)
 : -1%, 3%, -4%, -1%, 1%, 0%, 1%, -7%, 2%, 11, 2%
> C=CCn1c(O)c(C(CC)=NC(C)c2ccccc2)c(=O)[nH]c1=O (configuration not stated)
 : -5%, u, 19%, 21%, -4%, -1%, -2%, 1%, u, 23, 11%
> Cc1ccc(O)c(-c2cc(-c3ccc(F)cc3)no2)c1
 : 11%, u, 0%, 5%, 0%, 3%, -4%, 3%, u, -3, -7%
> CN1C(=O)C(=Cc2ccc(N3CCCCCC3)o2)C(=O)N(C)C1=S
 : -2%, u, -32%[inhibitor], 1%, -2%, -9%, u, -2%, 2%, 5, -4%
> CCOc1cc2c(cc1OCC)-n1cccc1C(c1cccc(F)c1F)NC2 (configuration not stated)
 : -20%, -25%, -39%, 8%, -1%, 11%, -5%, -2%, u, -6, -27%
> CCNc1nc2[nH]c(=O)c3c(c2s1)OC(N)=C(C#N)C3c1cccs1 (configuration not stated)
 : 9%, 19%, -15%, -3%, -3%, 0%, -5%, 4%, -5%, -4, 0%
> CC(C(=O)c1cn(C)c2ccccc12)c1ccccc1 (configuration not stated)
 : -2%, 0%, 12%, 8%, -1%, -1%, -17%, -2%, u, -8, 22%
> COC(=O)C1=C(c2ccc(Cl)c(C(F)(F)F)c2)C[C@@H]2CC[C@H]1N2C(=O)NCc1ccc2c(c1)OCO2
 : -20%, u, -1%, 16%, -6%, 1%, -5%, -1%, 0%, 27, u
> CC1CC(C)CN(CC(=O)c2ccc(OC(F)F)cc2)C1 (configuration not stated)
 : -1%, u, -18%, 1%, 0%, -1%, -2%, 1%[46.1 µM], u, 20, 2%
> Cc1ccc(NC(=S)NCC2CCCO2)cc1 (configuration not stated)
 : 25%, u, -12%, x, -1%, -1%, -3%, 14%, 19%, -1, -5%
> CCOC(=O)C1=C(N)OC2=C(C(=O)CC(C)(C)C2)C12C(=O)Nc1ccccc12 (configuration not stated)
 : -4%, 1%, -26%, -4%, 6%, 2%, -5%, -2%, -4%, 3, 0%
> COc1ccc(N2CC(C(=O)Nc3nc4ccc(OC)cc4s3)CC2=O)cc1 (configuration not stated)
 : -15%, -24%, -53%[inhibitor], -3%, 0%, u, 0%, -5%, u, -3, 10%
> CC1CN(c2ccc([N+](=O)[O-])c3cccnc23)CC(C)N1 (configuration not stated)
 : 14%, -17%, 0%, -8%, -9%, -21%, -9%, 3%, -3%, 2, -1%
> CN(C)C(=O)Oc1cc(=O)n2c3c(cccc13)CCC2
 : 4%, 15%, 2%, 9%, 5%, 7%, -2%, -3%[46.1 µM], u, 3, -4%
> COC(=O)C1C2c3ccccc3C(c3ccccc32)C1C(=O)OC (configuration not stated)
 : 5%, 12%, 4%, 10%, -3%, -1%, -2%, x, 2%, 8, -5%
> Cc1c(N=Cc2c(O)n(CCc3ccccc3)c(=O)[nH]c2=O)c(=O)n(-c2ccccc2)n1C
 : -17%, -7%, 15%, 14%, -7%, 4%, -5%, -7%, u, 3, -7%
> COc1ccc(C2C(C(=O)N3CCC4(CC3)OCCO4)c3cc(OC)c(OC)cc3C(=O)N2C)cc1 (configuration not stated)
 : -1%, 0%, -3%, -2%, -3%, 2%, -3%, 2%, 0%, -6, -1%
> C[C@@H]1O[C@@H](O[C@@H]2C=C3CCC4C(CC[C@]5(C)[C@@H](c6ccc(=O)oc6)CC[C@]45O)[C@@]3(C)CC2)[C@H](O)[C@H](O)[C@H]1O (some centres not stated)
 : -2%, x, x, 13%, 3%, 0%, -2%, 1%, u, -74*, -2%

6 compounds from above, arranged by molecular weight, high to low.
Order of values – Eya2 inh, ELG1 DNA repair, Integrin act MD, A-T KAP1 phos, Tb PFK inh, ASM inhibitor, PTAP TSG101 blk, TCR act, Chronic BCR inh, TSHR antag, Mito fusion act
> COC(=O)C1=C(c2ccc(Cl)c(C(F)(F)F)c2)C[C@@H]2CC[C@H]1N2C(=O)NCc1ccc2c(c1)OCO2
 : -20%, u, -1%, 16%, -6%, 1%, -5%, -1%, 0%, 27, u
> COc1ccc(C2C(C(=O)N3CCC4(CC3)OCCO4)c3cc(OC)c(OC)cc3C(=O)N2C)cc1 (configuration not stated)
 : -1%, 0%, -3%, -2%, -3%, 2%, -3%, 2%, 0%, -6, -1%
> CCOC(=O)C1=C(N)OC2=C(C(=O)CC(C)(C)C2)C12C(=O)Nc1ccccc12 (configuration not stated)
 : -4%, 1%, -26%, -4%, 6%, 2%, -5%, -2%, -4%, 3, 0%
> COC(=O)C1C2c3ccccc3C(c3ccccc32)C1C(=O)OC (configuration not stated)
 : 5%, 12%, 4%, 10%, -3%, -1%, -2%, x, 2%, 8, -5%
> CC1CC(C)CN(CC(=O)c2ccc(OC(F)F)cc2)C1 (configuration not stated)
 : -1%, u, -18%, 1%, 0%, -1%, -2%, 1%[46.1 µM], u, 20, 2%
> Cc1ccc(NC(=S)NCC2CCCO2)cc1 (configuration not stated)
 : 25%, u, -12%, x, -1%, -1%, -3%, 14%, 19%, -1, -5%

An excerpt, so the mix of outcomes need not match the whole.
